BLM inh = Bloom syndrome helicase (human) inhibition. Potency, µM (top dose mostly 56.1 µM), inactives show at the top dose activity change, negative = inhibition, hits mostly inhibitors. P54132. actives 0.2% (n = 350,000). recombinant BLM DNA unwinding, fluorescence dequenching. AID 2528;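 also: potency is read from the fitted curve at half-maximal effect; plate controls were vehicle for no effect and no enzyme for full effect; nearly all actives have a fitted effect of over 35% in size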
Pol iota inh = DNA polymerase iota (human) inhibition | Pol iota fluorescent replication assay, 10 min | Potency, µM (top dose mostly 115 µM), for inactives: top-dose activity, negative = inhibition, most hits filed as inhibitors | actives 1% (n = 390,000); also: potency is read from the fitted curve at half-maximal effect
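Pol iota at 10 nM preincubated 15 min with compounds at room temperature; reaction started with fluorescent substrate, 50 nM final. Fluorescence read kinetically at 0 and 10 min; buffer-only wells as negative control.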
RXFP1 antagonist = antagonists of human relaxin receptor RXFP1. actives 0.59% (n = 350,000). Q9HBX9. HEK293-RXFP1, relaxin-stimulated cAMP HTRF, 30 min; stronger effect = lower value. activity change, negative = inhibition, % at 57.5 µM;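 active = activity change of -60% or lower, but not beyond a set lower limit; inconclusive = change between -60% and -40%, or beyond the set limit; inactive = change above -40%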; also: % is scaled to controls: 0 for no effect and ±100 for the full control effect
Target sequence (Q9HBX9 whole entry, looked up): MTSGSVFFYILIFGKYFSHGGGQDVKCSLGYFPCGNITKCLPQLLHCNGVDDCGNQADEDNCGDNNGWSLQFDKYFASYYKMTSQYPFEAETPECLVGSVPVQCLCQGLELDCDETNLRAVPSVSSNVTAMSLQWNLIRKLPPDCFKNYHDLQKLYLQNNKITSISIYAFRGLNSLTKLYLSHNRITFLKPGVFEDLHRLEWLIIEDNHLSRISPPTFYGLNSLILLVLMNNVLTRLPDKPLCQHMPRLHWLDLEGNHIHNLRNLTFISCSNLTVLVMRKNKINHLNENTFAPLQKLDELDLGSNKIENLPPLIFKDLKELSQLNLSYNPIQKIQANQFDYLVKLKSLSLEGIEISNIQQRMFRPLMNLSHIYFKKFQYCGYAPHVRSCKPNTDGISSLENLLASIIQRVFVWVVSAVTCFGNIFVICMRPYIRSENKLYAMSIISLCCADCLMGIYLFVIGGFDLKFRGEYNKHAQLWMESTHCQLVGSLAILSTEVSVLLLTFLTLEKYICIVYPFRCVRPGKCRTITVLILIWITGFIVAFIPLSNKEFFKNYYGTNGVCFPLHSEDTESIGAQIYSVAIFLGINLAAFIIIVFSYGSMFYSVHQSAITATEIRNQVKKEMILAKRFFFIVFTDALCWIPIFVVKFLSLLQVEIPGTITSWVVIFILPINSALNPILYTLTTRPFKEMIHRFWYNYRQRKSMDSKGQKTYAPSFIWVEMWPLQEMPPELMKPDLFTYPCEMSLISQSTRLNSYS
Pol kappa inh = inhibitors of human DNA polymerase kappa. Q9UBT6. purified Pol kappa, fluorescent DNA synthesis assay, 10 min. Potency, µM (titrated, usually from 107 µM), inactives show at the highest dose activity, negative = inhibition, hits mostly inhibitors. actives 0.53% (n = 400,000); also: potency is read from the fitted curve at half-maximal effect; % is scaled to controls: 0 for no effect and ±100 for the full control effect
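Activity was followed as the change in fluorescence between reads at 0 and 10 min after starting the reaction with 50 nM substrate. Beforehand, 10 nM polymerase had been preincubated with compound for 15 min at room temperature.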
APE1 inh = APE1 (human) endonuclease inhibition; Potency, µM (doses to about 65.8 µM), for the others: at the top dose activity change, negative = inhibition, usual class: inhibitors; actives 0.35% (n = 350,000); P27695; recombinant APE1, TAMRA/BHQ-2 abasic DNA cleavage fluorescence;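 also: potency is read from the fitted curve at half-maximal effect; plate controls were vehicle for no effect and reference inhibitor for full effect; nearly all actives have a fitted effect of over 55% in size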
Target sequence (P27695 whole entry, looked up): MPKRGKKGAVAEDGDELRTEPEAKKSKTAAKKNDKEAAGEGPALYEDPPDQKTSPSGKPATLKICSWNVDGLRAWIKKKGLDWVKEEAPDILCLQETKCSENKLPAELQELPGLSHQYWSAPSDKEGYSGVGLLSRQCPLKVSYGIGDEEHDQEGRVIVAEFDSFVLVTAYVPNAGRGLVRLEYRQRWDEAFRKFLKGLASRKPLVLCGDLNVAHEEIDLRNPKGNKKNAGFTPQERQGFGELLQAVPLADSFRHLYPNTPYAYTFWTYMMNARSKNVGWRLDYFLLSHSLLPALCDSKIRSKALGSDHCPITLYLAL
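Readout is kinetic fluorescence (ex 525, em 598 nm) from cleavage of 50 nM TAMRA/BHQ-2 THF abasic duplex by 0.75 nM APE1, compound added 15 min beforehand at RT.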
Pol beta inh = inhibitors of human DNA polymerase beta. actives 1.3% (n = 340,000). Potency, µM (series often up to 114 µM), for the others: top-dose activity change, negative = inhibition, usual class: inhibitors. P06746. Pol beta primer extension/strand displacement, fluorescence kinetic. AID 485314; also: potency is read from the fitted curve at half-maximal effect; % is scaled to controls: 0 for no effect and ±100 for the full control effect
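Pol beta (10 nM) was preincubated with compound for 15 min at room temperature. The reaction was then started with 50 nM substrate and read immediately and after a further 10 min at room temperature.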
Apoferritin bind = binds horse apoferritin like a general anesthetic; P02791; apoferritin/1-aminoanthracene competitive binding, fluorescence; actives 0.074% (n = 350,000); Potency, µM (titrated, usually from 77.5 µM), inactives show at the top dose activity change, negative = displacement, actives largely listed as inhibitors; also: potency is read from the fitted curve at half-maximal effect; % is scaled to controls: 0 for no effect and ±100 for the full control effect; nearly all actives have a fitted effect of over 20% in size
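Horse-spleen apoferritin (10 uM) was mixed with 50% saturated 1-aminoanthracene in PBS, exposed to compounds for 10 min at room temperature, and read for fluorescence (ex 380 nm, em 535 nm). Competitive displacement was fitted with a four-parameter Hill equation.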
Tb PGK inh = inhibitors of T. brucei phosphoglycerate kinase; P07378; PGK/GAPDH coupled, Kinase-Glo luminescence, 60 min; actives 0.043% (n = 380,000); Potency, µM (titrated, usually from 57.5 µM), for the others: at the highest dose activity change, negative = inhibition, hits mostly inhibitors; also: potency is read from the fitted curve at half-maximal effect; % is scaled to controls: 0 for no effect and ±100 for the full control effect; nearly all actives have a fitted effect of over 60% in size
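Luminescent ATP detection (Kinase-Glo Plus) follows a 60-minute room-temperature incubation, with wells lacking PGK as controls. Buffer: 100 mM TEA (pH 7.6), 5 mM MgCl2, 0.01% Tween-20. Coupling enzyme GAPDH (100 nM final) supplies unstable 1,3-BPG in-well.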
POLH inh = inhibitors of human DNA polymerase eta | recombinant Pol eta, fluorescent DNA replication assay | AID 588591 | Potency, µM (titrated, usually from 114 µM), for inactives: at the highest dose activity change, negative = inhibition, actives largely listed as inhibitors | Q9Y253 | actives 1.2% (n = 390,000); also: potency is read from the fitted curve at half-maximal effect; % is scaled to controls: 0 for no effect and ±100 for the full control effect
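Fluorescent replication assay: 50 nM final substrate added after a 15 min room-temperature compound preincubation with 10 nM enzyme. Signal taken at 0 min and again at 10 min.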
The depositor's hits bear a star; i = inactive; ? = inconclusive; . = no result given; & = joins results of further samples; [ ] = another dose, or the depositor's remark. Unless noted, calls follow the shape of the dose curve; as a rule, active = well fitted curve in the direction sought with a large enough effect; inconclusive = small, poorly fitted or top-dose-only effect, or another doubt; inactive = no such curve, though single readings can be large; an effect the other way counts as inactive or inconclusive.

SMILES	BLM inh	Pol iota inh	RXFP1 antagonist	Pol kappa inh	APE1 inh	Pol beta inh	Apoferritin bind	Tb PGK inh	POLH inh
CC(O)CNCc1ccc(Cl)cc1Cl (stereo not given)	3%	17%	-2	6%	2%	-2%	-1%	-2%	-10%
O=C(Cn1c2ccccc2c(=O)c2ccccc21)Nc1ccccc1F	-4%	-6%	18	-14%	15%	?	55%[activator]	-9%	?
O=c1cc(O)nc(-c2ccc(Cl)cc2)s1	-4%	-4%	-1	-1%	-1%	-1%	-9%	i	-14%
CCCN(CCC)C(=O)Cn1c(SCc2cccc(F)c2)nc2cccnc21	-3%	26%	17	-14%	.	-16%	-11%	-4%	-11%
O=C1c2ccccc2NC2(CCCCC2)N1c1ccc(O)cc1	-2%	-9%	0	0%	-2%	2%	-1%	-11%	-13%
CCc1nc2ccccc2c(C(=O)OCC(=O)N(C)Cc2ccccc2)c1C	.	-12%	-1	10%	-14%	.	.	-5%	-17%
COc1c(F)c(F)c(-c2csc(N)n2)c(F)c1F	.	26%	-1	-4%	.	.	.	-8%	-12%
CC(=O)c1cccc(NC(=O)C(CC(C)C)NS(=O)(=O)c2ccc3c(c2)CCN3C(C)=O)c1 (stereo not given)	-5%	39%[activator]	-18	-23%	.	8%	0%	1%	-6%
CC(C)c1nc2oc3c(N4CCNCC4)ncnc3c2c2c1CCC2	.	38%[activator]	7	5%	.	.	.	-4%	?
O=C(NC1CCCCCC1)c1ccc(CS(=O)c2ccc(Br)cc2)o1 (stereo not given)	-1%	-32%	.	-5%	.	9%	-2%	-4%	-17%
CC(C)CCNC(=O)CCn1c(=O)c2cccn2c2cccnc21	-2%	14%	3	6%	.	-2%	-15%	-3%	-6%
Cc1ccc(NS(=O)(=O)c2ccc(-c3cnc(C4CC4)o3)cc2)cc1N(C)C	-4%	2%	.	0%[60.1 µM]	.	-8%	83%[activator]	-2%	?
O=C1[C@H](Cc2ccccc2)NCCCC[C@H](c2ccc(Cl)cc2)N1Cc1ccc(Cl)cc1	.	29%&15%	.	2%&-17%	.	.	.	1%	-23%
COc1ccc(OC)c(CNC(=O)CCN2C(=O)COc3ccccc32)c1	-15%	-2%	-21	-1%	23%	12%	6%	.	1%
Cc1cccc(C)c1NC(=O)C1CSC2(C)CCC(=O)N12 (stereo not given)	.	19%	-2	-14%	21%	.	.	0%	4%
COc1cc(NC(=O)CCCc2c[nH]c3ccccc23)cc(OC)c1	-3%	?	5	-6%	4%	7%	7%	-6%	-13%
CCOc1ccc(C(=O)NC(=S)Nc2ncccc2C)cc1[N+](=O)[O-]	-10%	6%	-17	-9%	-1%	1%	?	4%	-12%
COc1ccc(S(=O)(=O)NNC(=O)c2cccs2)cc1	-1%	3%	-6	-4%	1%	-27%	-7%	2%	-6%
Cc1cc(=O)oc2c(C)c(OC(C)C(=O)N3CC[C@@]4(O)CCCC[C@H]4C3)ccc12 (stereo not given in full)	1%	24%	.	19%	5%	62%	-2%	i	-16%
CC(=O)NNc1nc(-c2ccc(C)cc2)cs1	0%	93%[activator]	0	-8%	7%	1%	-21%	0%	-18%
Cc1cccc(CSc2nc3ccncc3n2CC(=O)N(C)C2CCCCC2)c1	-2%	-5%	1	-1%	.	51%	-15%	i	3%
N#CC(C#N)=CC1=C2OC(c3ccccc3)=CC(c3ccccc3)=C2CCC1	-1%	?	16	-7%	-1%	1%	-12%	.	-7%
CC(C)[C@H](NC(=O)c1ccc(F)cc1)C(=O)N(C)Cc1cccs1	.	27%	0	-15%	1%	.	.	-9%	?
Cc1cccc(C)c1NC(=O)CNC(=O)c1cnccn1	.	80%[activator]	-13	-10%	0%	.	.	0%	5%
O=C(NCc1ccccc1)C1=C[C@@H](c2coc3ccccc3c2=O)C[C@@H](OCCCCO)O1	0%	0%	.	8%	-1%	3%	-14%	0%	2%
COC(=O)c1cccc(NC(=O)c2cccnc2C(=O)O)c1C	-3%	-13%	-1	-1%	-1%	-12%	-1%	-2%	7%
Cc1ccc(-n2c(C)cc(/C=C3/C(=N)N4C(c5ccccc5)=CSC4=NC3=O)c2C)cc1	-3%	13%	21	-8%	15%	35%	0%	-2%	-4%
CN1CCN(C(=O)c2ccccc2NC(=O)CCN2C(=O)c3ccccc3C2=O)CC1	0%	15%	2	-10%	-2%	21%	-4%	-4%	-6%
N#Cc1ccc(C(=O)OCC(=O)N2CCN(C(=O)c3ccco3)CC2)cc1	.	52%[activator]	9	-2%	29%	.	.	2%	-22%
O=C(c1ccccc1)c1ccc(OC(=O)N2CCCC2)cc1	-2%	-4%	-1	-2%	15%	27%	-13%	i	-12%
CC(C)CC(=O)Nc1ccc(F)c(Cl)c1	2%	11%	-6	-7%	2%	23%	?	4%	-14%
CN(C)S(=O)(=O)c1ccc(Cl)c(C(=O)OCC(=O)NC(=O)NC2CCCC2)c1	.	8%	-4	0%	14%	.	.	-10%	-23%
O=C(OCC(=O)N1CCN(C(=O)COC(=O)c2ccccc2NCCO)CC1)c1ccccc1NCCO	.	?	5	?	.	.	.	-7%	-18%
CC1(C)OC(=O)CC1C(=O)NCc1ccccc1 (stereo not given)	2%	5%	11	-6%	10%	3%	9%	9%	4%
CCc1nnc(NS(=O)(=O)c2ccccc2)s1	-4%	28%	-2	3%	59%[activator]	14%	-3%	-11%	-17%
COc1ccc(OC)c(NS(=O)(=O)c2ccc(-c3cc(C)no3)s2)c1	-3%	14%	-11	-17%	.	-9%	-8%	0%	6%
Cc1onc(-c2ccccc2)c1C(=O)NCCc1c[nH]c2ccccc12	0%	-4%	-5	-17%	-5%	7%	-11%	-2%	-11%
COC(=O)c1c(NC(=O)c2ccco2)sc(C(=O)N2CCCC2)c1C	1%	6%	-1	-2%	-2%	20%	-13%	.	0%
COc1cccc(N/C=C/C(=O)c2ccc(C)cc2)c1	-10%	11%	-4	-28%	4%	2%	-11%	-10%	-23%
COc1ccc2oc(=O)cc(CN(C)Cc3ccccc3)c2c1	-5%	5%	1	-12%	-1%	9%	-16%	3%	-7%

An excerpt from above with just RXFP1 antagonist, BLM inh and Pol kappa inh:
structure	RXFP1 antagonist	BLM inh	Pol kappa inh
COC(=O)c1cccc(NC(=O)c2cccnc2C(=O)O)c1C	-1	-3%	-1%
Cc1ccc(-n2c(C)cc(/C=C3/C(=N)N4C(c5ccccc5)=CSC4=NC3=O)c2C)cc1	21	-3%	-8%
CN1CCN(C(=O)c2ccccc2NC(=O)CCN2C(=O)c3ccccc3C2=O)CC1	2	0%	-10%

Continued.
SMILES	BLM inh	Pol iota inh	RXFP1 antagonist	Pol kappa inh	APE1 inh	Pol beta inh	Apoferritin bind	Tb PGK inh	POLH inh
O=C(NCc1ccc(Cl)cc1)C1CCN(C(=O)c2ccc(Cl)cc2)CC1	.	4%	-7	-10%	4%	.	.	-10%	-4%
CC(C)(O)C#Cc1ccc(CNC[C@H]2O[C@@H](n3cnc(C(N)=O)n3)[C@H](O)[C@@H]2O)s1	.	35%[activator]	.	19%	.	.	.	i	-5%
O=S1(=O)N[C@@H](CC2CCCCC2)COc2cc(Br)ccc21	.	-9%	.	-5%	-14%	.	.	i	-1%
Cc1ccc(NCc2n[nH]c(=S)n2-c2cccc(Cl)c2)cc1	0%	123%[activator]	-13	-2%	-2%	-6%	-13%	-2%	-19%
CCCOc1ccc(NC(=O)CC2Nc3ccccc3NC2=O)cc1 (stereo not given)	0%	-3%	0	6%	-8%	28%	-5%	-10%	2%
CC(=O)N1CCC2(CC1)OC(=O)C(C)=C2C(=O)Nc1ccccc1C(F)(F)F	1%	4%	-11	-6%	.	8%	5%	-9%	1%
CC(C)C(OC(=O)c1cc2sccc2n1C)C(=O)NCC1CCCO1 (stereo not given)	-1%	34%[activator]	6	-5%	6%	0%	-12%	.	-8%
O=C(O)CCS(=O)(=O)c1cccc2cccnc12	-3%	-29%	-2	-1%	1%	-1%	0%	-10%	-15%
O=C(NCc1n[nH]c(=S)n1-c1cccc(C(F)(F)F)c1)c1ccc(S(=O)(=O)N2CCCC2)cc1	-1%	-27%	-2	-10%	25%	6%	-5%	.	4%
Cc1cc2ccccc2nc1SCC(=O)N1CCCC1	0%	-18%	23	-2%	-7%	19%	-13%	i	6%
CC(C)(C)NC(=O)CN1CCCN(C(=O)c2cccc(S(=O)(=O)N3CCc4ccccc43)c2)CC1	.	9%	-10	8%	4%	.	.	-7%	-23%
CCOc1ccc(S(=O)(=O)NCCC(=O)NCCc2ccc(OCC)c(OCC)c2)cc1	.	29%	-5	-4%	40%	.	.	i	-15%
OCCCC1CCCCN1Cc1nc(Cc2ccccc2Cl)no1 (stereo not given)	-1%	31%[activator]	0	9%	2%	-19%	-5%	1%	-20%
CCC(=O)Oc1ccc(/C=C(\C#N)c2nc3ccccc3[nH]2)cc1OC	-8%	64%[activator]	-1	-18%	.	1%	56%[activator]	.	.
Clc1ccc(/C=N/N2CCN(Cc3ccccc3Cl)CC2)cc1	-4%	30%[activator]	-11	-8%	15%	30%	-3%	-6%	-20%
Cc1ccc2c(CC(=O)Nc3cccc(C(F)(F)F)c3)coc2c1	-11%	?	-35	-5%	.	6%	-10%	-8%	-7%
CCCCNC(=S)NC1CCCC1	-11%	18%	12	-4%	2%	7%	-2%	i	2%
COc1ccc(C2(C(=O)c3ccccc3)C(=O)c3ccccc3C2=O)cc1	-4%	-7%	-5	-4%	12%	-6%	-8%	-1%	-16%
Cc1nnc2sc(SCc3ccc(Br)cc3)nn2c1=O	-1%	70%[activator]	-4	3%	-2%	3%	-5%	-4%	-18%
Cc1ccc(OC(=O)C23CC4CC(CC(C4)C2)C3)c(C)n1	0%	-10%	-2	-22%	0%	-13%	?	0%	-12%
CC(=O)c1ccc(NC(=O)CSc2nc3nn(-c4ccccc4)c(=O)c-3c3n2CCCCC3)cc1	.	1%	-12	4%	.	.	.	-3%	-9%
COc1ccc(CN=CC2=C(O)CC(C)(C)CC2=O)cc1	0%	16%	3	-15%	1%	21%	-9%	-2%	4%

An excerpt; rates above refer to the full screens.
